Screens deposited in PubChem BioAssay by several laboratories.
MEP2-GFP yeast = alters MEP2-GFP fluorescence in TOR pathway yeast screen; 330,000 tested, 0.51% active; S. cerevisiae MEP2-GFP strain, flow cytometry GFP, 3 h; 100% = DMSO control level; GFP response vs DMSO, % at 10 µM; AID 2016;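 active = GFP response versus DMSO above a set limit, roughly screen mean plus 3 SD, cut at about 180% in these data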;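 also: median GFP fluorescence of the barcode-gated MEP2-GFP cells per well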
CIT2-GFP yeast = modulators of TOR pathway CIT2-GFP in S. cerevisiae. S. cerevisiae CIT2-GFP strain, flow cytometry, 3 h; 100 means same as DMSO wells. GFP response vs DMSO, % at 10 µM. 320,000 tested, 0.065% active;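 active = GFP response relative to DMSO above a set limit, near the screen mean plus 3 SD, cut at about 150% in these data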;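 also: ratio of well median GFP fluorescence to mean of DMSO wells on the plate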
procasp3 activ = activates human procaspase-3. P42574. recombinant procaspase-3 D3A, Ac-DEVD-pNA absorbance 405 nm. activation, % at 8.5 µM. 330,000 tested, 0.11% active. AID 463141;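 active = activation above the mean of all tested compounds plus 3 SD, cut at about 21% in these data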;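 also: 0% = DMSO alone and 100% = DMSO wells spiked with extra 5 µM PC-3 D3A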
Target sequence (P42574 whole entry D9A/D28A/D175A): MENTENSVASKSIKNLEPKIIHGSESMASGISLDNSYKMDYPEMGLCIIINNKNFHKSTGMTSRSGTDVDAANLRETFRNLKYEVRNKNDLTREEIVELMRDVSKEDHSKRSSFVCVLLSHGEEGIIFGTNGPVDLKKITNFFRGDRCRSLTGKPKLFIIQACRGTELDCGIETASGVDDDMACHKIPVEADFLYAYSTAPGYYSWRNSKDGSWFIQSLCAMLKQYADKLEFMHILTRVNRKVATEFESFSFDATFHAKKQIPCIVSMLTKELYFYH
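assay system = Procaspase-3 D3A mutant | signal = absorbance at 405 nm, 0 and 120 min | times = 1 h preincubation plus 2 h reaction at 25 °C | repeats = single replicate | read-out = % activation between DMSO and enzyme-spiked controls | medium = Zinc-free HEPES saline buffer with Triton X-100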
RPL19A-GFP yeast = alters RPL19A-GFP fluorescence in TOR pathway yeast screen; S. cerevisiae RPL19A-GFP strain, flow cytometry, 3 h; stronger effect = lower value; percent response vs DMSO, % at 10 µM; 330,000 tested, 0.3% active;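 active = percent response vs DMSO below 50%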;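 also: median channel GFP fluorescence of the barcoded RPL19A-GFP strain; ratio of sample median GFP to plate DMSO average so 100% = DMSO; lower means less RPL19A-GFP as with rapamycin TOR inhibition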
AHR act = activators of human aryl hydrocarbon receptor | AID 2796 | P35869 | AHR-responsive luciferase reporter cells, luminescence | 320,000 tested, 2.5% active | activation, % at 5 µM; in the data active = activation above about 47%;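 also: 0% = vehicle wells and 100% = reference agonist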
AGP1 TOR yeast = yeast TOR pathway AGP1-GFP modulation; GFP response vs DMSO, % at 10 µM; 320,000 tested, 0.02% active; AID 2066; S. cerevisiae AGP1-GFP multiplex flow cytometry, 3 h; GFP as percent of DMSO wells;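 active = GFP response relative to DMSO above a set limit, near screen average plus 3 SD, cut at about 150% in these data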;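 also: median GFP channel fluorescence of the gated AGP1 strain per well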
LAP4-GFP MLPCN = yeast TOR pathway LAP4-GFP modulation | 320,000 tested, 0.34% active | AID 2023 | GFP response vs DMSO, % at 10 µM | S. cerevisiae LAP4-GFP multiplex, flow cytometry GFP, 3 h; median GFP as percent of DMSO wells;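 active = GFP response vs DMSO above a set limit, about the screen mean plus 3 SD, cut at about 150% in these data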
proCasp7 act = counter-screen for procaspase-3 activators: activators of human procaspase-7; P55210; recombinant procaspase-7, Ac-DEVD-pNA absorbance 405 nm; D23A/D198A/D206A triple mutant, cannot self-cleave; scale: DMSO 0, 5 µM enzyme 100; activation, % at 8.5 µM; 330,000 tested, 0.093% active;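 active = percent activation above the screen-wide mean plus 3 SD, cut at about 25% in these data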
Target sequence (P55210 whole entry D23A/D198A/D206A): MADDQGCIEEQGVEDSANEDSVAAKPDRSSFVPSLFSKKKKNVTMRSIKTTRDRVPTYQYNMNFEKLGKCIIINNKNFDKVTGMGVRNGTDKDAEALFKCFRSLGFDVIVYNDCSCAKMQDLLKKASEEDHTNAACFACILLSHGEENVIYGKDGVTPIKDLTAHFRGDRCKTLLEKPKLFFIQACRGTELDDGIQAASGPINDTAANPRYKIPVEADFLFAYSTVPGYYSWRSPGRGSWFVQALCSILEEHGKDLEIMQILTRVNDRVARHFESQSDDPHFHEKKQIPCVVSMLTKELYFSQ
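Assay system: Uncleavable procaspase-7 mutant enzyme; Input: 2 µM procaspase-7 mutant as dispensed; Also added: DEVD-pNA substrate; Medium: Zinc-free HEPES pH 7.4 with 300 mM NaCl, 0.01% Triton X-100; Timing: 1 h compound preincubation, 2 h substrate cleavage, 25 °C; Measured by: Epi-absorbance of released pNA at 405 nm, two timepoints.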
* = called active by the depositor; · = no result given; [ ] = another dose, or the depositor's remark.

smiles	MEP2-GFP yeast	CIT2-GFP yeast	procasp3 activ	RPL19A-GFP yeast	AHR act	AGP1 TOR yeast	LAP4-GFP MLPCN	proCasp7 act
CCOC(=O)C1CCN(C(=O)c2oc3ccc(S(=O)(=O)N4CC(C)CC(C)C4)cc3c2C)CC1 (configuration not stated)	99	92	2	100	0	98	99	-6
CC(O)c1nc2ccccc2n1Cc1nnc(-c2ccc(Cl)cc2)o1 (configuration not stated)	102	107	-5	98	0	101	101	2
Cc1ccc(/C=N/NC(=O)c2ccco2)cc1	103	105	2	101	5	102	102	1
CCN(C(=O)CSc1nc2ccc(OC)cc2[nH]1)c1c(N)n(Cc2ccccc2)c(=O)[nH]c1=O	96	98	3	95	1	103	101	3
Cc1cccc2nc(C(=O)Nc3cccc(C(=O)NC4CC4)c3)cn12	105	87	5	101	0	104	102	1
CCOC(=O)c1ccc(NC(=S)N2CCN(C)CC2)cc1	104	125	-10	107	6	113	89	-9
CCOC(=O)c1cc(S(=O)(=O)NC2CCN(C(=O)OCC)CC2)cn1C	89	87	1	91	0	89	86	5
O=C(CSc1nc(O)cc(=O)n1C1CCCC1)Nc1cccc(Cl)c1Cl	104	112	1	103	1	118	113	5
Cc1c(C)n(C)c2ccc(C(=O)NCCN3CCOCC3)cc12	105	108	3	103	2	109	106	11
CCN(CC)C(=O)Cn1cnc2sc(C(=O)N3CCN(c4ccc(F)cc4)CC3)c(C)c2c1=O	98	97	-7	96	4	100	103	2
O=C(CNC(=O)c1ccc(Cl)cc1)NCCCn1ccnc1	100	94	1	103	4	102	98	-1
CCCCn1c(N)c(N(CC(C)C)C(=O)c2c(CC)noc2C)c(=O)[nH]c1=O	100	104	1	101	2	106	106	-1
C=CC[C@@H](CC(=O)N[C@H](CO)Cc1ccccc1)C(=O)N[C@@H](C)COC(=O)[C@@H](CC=C)CC(=O)OC(C)(C)C	102	98	1	106	0	114	107	16
O=S(=O)(c1cccs1)N1CCc2ccccc21	107	116	6	87	1	77	95	1
CCn1c(Cc2ccccc2)nnc1SCC(=O)Nc1nccs1	101	·	-2	103	-1	104	97	5
CN1C(=O)C(C)(C)c2cc(S(=O)(=O)NCC3CCC(C(=O)NCc4ccccc4)CC3)ccc21 (configuration not stated)	106	104	5	102	1	106	101	-3
CSc1nc2nc(-c3cccc(C(F)(F)F)c3)ccn2n1	107	104	8	102	7	101	98	8
CC#CCN(Cc1ccco1)C(=O)C1CCC(=O)N(Cc2ccccc2F)C1 (configuration not stated)	105	100	0	102	-1	100	100	1
Cc1cc(NC(=O)COC(=O)COc2ccc(Cl)cc2C)c([N+](=O)[O-])cc1C	107	111	-6	101	5	101	100	-1
O=C(Nc1ccc(Cl)cn1)c1ccc2[nH]c(=O)c(=O)[nH]c2c1	102	106	9	97	6	101	94	-3

Ordered by value in CIT2-GFP yeast (low to high): some entries from above.
SMILES | CIT2-GFP yeast
O=C(CNC(=O)c1ccc(Cl)cc1)NCCCn1ccnc1 | 94
CCN(CC)C(=O)Cn1cnc2sc(C(=O)N3CCN(c4ccc(F)cc4)CC3)c(C)c2c1=O | 97
CCOC(=O)c1ccc(NC(=S)N2CCN(C)CC2)cc1 | 125

(cont.)
smiles	MEP2-GFP yeast	CIT2-GFP yeast	procasp3 activ	RPL19A-GFP yeast	AHR act	AGP1 TOR yeast	LAP4-GFP MLPCN	proCasp7 act
O=C(NNC(=O)c1cccc(Cl)c1)NNC(=O)c1cccc(Cl)c1	109	100	0	106	6	114	129	0
COc1ccc(OC)c(-n2c(Cn3c(-c4ccccn4)nc4ccccc43)n[nH]c2=S)c1	116	121	2	113	1	118	107	8
CCC(CC)C(=O)Nc1nnc(S(=O)(=O)N2CCCCCC2)s1	97	101	6	99	-2	103	102	4
Cc1cc(C)nc(SCc2ccc(C(=O)N/N=C/c3ccncc3)cc2)n1	105	114	5	107	8	111	107	6
Cc1c(C(=O)c2ccc(Cl)c(Cl)c2)cnc2cc3c(cc12)OCO3	101	85	9	97	10	95	111	4
Cc1nnc(SC(C)C(=O)Nc2ccc3ccccc3c2)[nH]c1=O (configuration not stated)	103	99	1	104	13	94	92	10
CN(C)c1ccc(/C=C(/NC(=O)c2ccccc2)C(=O)NCCN2CCOCC2)cc1	105	103	-2	101	6	91	101	-8
COc1ccc(/C=N/Nc2cc(C)nc3c(C)cccc23)cc1	99	101	-42	101	71*	103	90	-42
O=C(NC1CCOC1)c1cc(COc2cccc(C(F)(F)F)c2)on1 (configuration not stated)	102	106	6	104	11	103	98	-2
C=CCN(CC=C)Cc1nc(N)nc(Nc2ccccc2C)n1	92	96	14	89	9	103	110	1
COCc1nnc(NC(=O)c2cc(OC)c(OC)cc2[N+](=O)[O-])s1	92	104	0	94	2	101	83	0
CC(OC(=O)CNS(=O)(=O)c1ccc2ccccc2c1)C(=O)N(C)c1ccccc1 (configuration not stated)	98	103	3	99	-1	103	100	11
NC(=O)COc1ccccc1C(=O)O	98	94	6	97	0	89	93	4
O=C1NC2(CCCCC2)C(=O)N1CC(=O)N1CCc2ccccc21	94	106	-7	104	0	100	91	-9
CC(=O)c1ccc(NC(=O)CSc2nnc(-c3ccoc3C)n2Cc2ccccc2)cc1	101	103	0	99	-2	99	100	-3
CCCCOC(=O)c1ccc(NC(=O)/C=C/c2cccs2)cc1	100	91	2	102	1	90	99	-4
CC1(C)CC(=O)C2=C(C1)N(CCN1CCOCC1)C1=C(C(=O)CC(C)(C)C1)C2c1cccc(Cl)c1	98	93	-6	98	1	101	92	3
COc1cc2c(cc1OC)CN(C(=O)CCCOc1ccc(Cl)cc1Cl)CC2	107	93	-1	100	4	100	111	-4
CC(=O)c1ccc(NC(=O)N[C@@H](Cc2ccccc2)C(=O)O)cc1	107	107	8	101	-2	109	96	5
Cc1cc(=O)n2nc(N3CCCC(C(=O)NC4CCC(C)CC4)C3)sc2n1 (configuration not stated)	94	93	3	100	0	96	89	3

3 entries picked at random from those above:
smiles	MEP2-GFP yeast	CIT2-GFP yeast	procasp3 activ	RPL19A-GFP yeast	AHR act	AGP1 TOR yeast	LAP4-GFP MLPCN	proCasp7 act
O=C(CSc1nc(O)cc(=O)n1C1CCCC1)Nc1cccc(Cl)c1Cl	104	112	1	103	1	118	113	5
CSc1nc2nc(-c3cccc(C(F)(F)F)c3)ccn2n1	107	104	8	102	7	101	98	8
O=C1NC2(CCCCC2)C(=O)N1CC(=O)N1CCc2ccccc21	94	106	-7	104	0	100	91	-9

Continuation:
smiles	MEP2-GFP yeast	CIT2-GFP yeast	procasp3 activ	RPL19A-GFP yeast	AHR act	AGP1 TOR yeast	LAP4-GFP MLPCN	proCasp7 act
Cc1cc(C)c2oc(=O)cc(CN3CCN(Cc4ccccc4)CC3)c2c1	110	99	11	105	18	93	98	12
CC(CCc1ccccc1)NC(=O)c1cccnc1 (configuration not stated)	104	95	0	100	1	99	102	4
COc1ccc(NC(=O)CSc2nnc3ccc(-c4cccnc4)nn23)cc1OC	96	96	12	98	11	106	121	6
CN(C(=O)COC(=O)/C=C/c1ccc(C(F)(F)F)cc1)C1CCS(=O)(=O)C1 (configuration not stated)	102	93	-4	99	-5	108	96	-1
COc1ccc(Nc2nnc(SCC(=O)c3cc(C)n(CC4CCCO4)c3C)s2)cc1 (configuration not stated)	102	96	-10	98	0	106	105	-17
CN(C)c1ccc(C(=S)N2CCCCC2)cc1	99	95	-11	94	2	101	99	-2
O=C(Nc1ncccn1)C1CCCN1S(=O)(=O)c1ccc(Cl)c(Cl)c1 (configuration not stated)	97	·	2	103	-2	101	100	7
COC(=O)Cc1c(O)ccn(Cc2ccc(Cl)c(Cl)c2)c1=O	92	94	7	100	2	101	110	8
O=C(Cc1ccccc1)NCC(=O)N1CCC1	103	96	7	104	0	103	94	12
COc1ccccc1N1CC(C(=O)Nc2nnc(SC)s2)CC1=O (configuration not stated)	99[may fluoresce green]	96[may fluoresce green]	-9	104[may fluoresce green]	11	104[may fluoresce green]	101[may fluoresce green]	3
CCn1cc(C(=O)C(F)(F)F)c2ccccc21	104	95	4	102	13	102	100	6
CCCC12CN3CCN(CC(C3)/C1=N\NC(=O)Nc1ccccc1)C2	121	108	8	103	2	102	97	-2
CC1=CC(=Nc2c(C)n(C)n(-c3ccccc3)c2=O)C=CC1=O	105	95	-10	101	11	111	111	-10
O=C(Cc1csc(Nc2nc(=S)[nH]c3ccccc23)n1)NCCCN1CCN(c2cccc(Cl)c2)CC1	96	88	-11	91	19	97	101	-9
CCOc1ccc(C(C)=O)cc1COC(=O)c1ccc2c(c1)NC(=O)CS2	105	98	-2	100	1	107	104	-8
CC(C)Cn1nnc2c(=O)oc3ccccc3c21	92	83	5	91	-4	·	92	1
O=C(O)[C@H](Cc1ccccc1)N1C(=O)c2c(Cl)c(Cl)c(Cl)c(Cl)c2C1=O	101	67	2	98	1	85	115	1
COc1ccccc1CN(C)C(=O)c1cccc(S(=O)(=O)N2CCN(Cc3ccccc3)CC2)c1	92	89	7	97	0	101	104	-4
O=C(CCCC(=O)N(CC(=O)NC1CCCC1)c1cccc(F)c1)Nc1ccccn1	106	99	3	99	-2	99	95	1
Cc1ccc2occ(/C=N/NC(=O)c3ccccc3C)c(=O)c2c1	100	102	0	103	6	106	106	-5
O=C(CCc1ccccc1)Nc1ccccc1	104	98	-4	102	1	95	99	19
CC(C)N(C(=O)Cn1cc(SCC(=O)NCc2ccco2)c2ccccc21)C(C)C	110	100	-3	104	-1	109	94	14
O=C(C1CC1)N1CCCN(C(=O)C2CC2)CC1	97	99	-3	99	1	93	95	-2
C#CCOCCOCCOCCNc1nc(N2CCN(C(=O)[C@H]([C@@H](C)CC)n3cc([C@@H](N)Cc4ccc(O)cc4)nn3)CC2)nc(N2CCN(C(=O)[C@H](Cc3cc4ccccc4[nH]3)n3cc([C@@H](N)CC(C)C)nn3)CC2)n1	93	63	-2	94	14	78	128	-11
CCOC(=O)C/C(C)=N\Nc1ccc([N+](=O)[O-])cc1[N+](=O)[O-]	98	103	0	98	3	103	98	5
Cc1ccc(F)cc1NC(=O)CN1CCN(Cc2ccccc2)CC1	86	95	-6	91	1	96	89	18
CCC(=O)c1ccc(OCC(O)CN2CCN(S(=O)(=O)N3CCCCC3)CC2)cc1 (configuration not stated)	99	100	-9	100	0	101	103	8
COc1ccc(CCNC2CC(=O)N(C3CCCCC3)C2=O)cc1OC (configuration not stated)	111	104	-8	99	0	101	102	5
COc1ccc(C(CNC(=O)CCOc2ccccc2)N(C)C)cc1 (configuration not stated)	101	101	-4	97	2	103	104	2
COc1cc(C2C(C(=O)N3CCOCC3)=C(C)NC3=C2C(=O)CCC3)ccc1OC(C)=O (configuration not stated)	101	104	-2	96	-2	104	96	3
Cc1noc(C)c1C(=O)OCC(=O)Nc1ccc(S(N)(=O)=O)cc1	117	95	5	106	0	103	114	2
OCCCc1nc2n(n1)C(c1cccs1)C=C(c1ccccc1)N2 (configuration not stated)	99	98	1	97	-7	92	115	6
COc1ccc(C(=O)c2sc(Nc3ccccc3)nc2N)cc1OC	112	101	-4	107	6	101	99	3
CCOCCCNC(=O)CCCOc1ccccc1	94	89	0	95	1	99	106	7
